CAL PDZ FP-1 – inhibitors of human CAL PDZ peptide binding; inhibition, % at 20 µM; AID 504414; hit rate 0.02% among 330,000; purified CAL PDZ, TMR-peptide fluorescence polarization, 1 h;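 active = highest replicate inhibition of at least 40%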;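 note: plate controls were DMSO neutral control wells for no effect and unlabeled competitor peptide control wells for full effect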
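Test system: tagged CAL PDZ domain / Buffer or medium: sodium phosphate/NaCl buffer pH 7.4 with TCEP, IgG, Thesit / Reagent: TMR-labelled reporter peptide T*-PRC34 bound in PDZ groove / Compound dosing: single point, 20 µM / Schedule: 1 h incubation at room temperature before polarization reading / Technique: fluorescence polarization (mP) / Benchmarks: unlabelled peptide, DMSO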
PfHsp90 yeast 2 – growth inhibition of yeast expressing Plasmodium Hsp90; S. cerevisiae expressing PfHsp90, BacTiter-Glo ATP, 48 h; yeast lacking PDR1 and PDR3 efflux regulators; inhibition, % at 9.4 µM; hit rate 0.32% among 310,000; AID 504621;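 active = every replicate shows inhibition above about 80%, whatever the replicate mean, limit read from the data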;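 note: 0% = DMSO neutral controls and 100% = 20 µM radicicol positive controls; yeast relying on Plasmodium falciparum Hsp90 in place of its own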
MITF act – increases MITF-driven TRPM1 promoter luciferase signal | AID 588334 | SK-MEL-5 TRPM1-promoter luciferase, 24 h; % of positive control, neutral wells = 0 | activation, % at 12.5 µM | hit rate 0.75% among 300,000;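 active = mean activation of at least 80% with every replicate also reaching 80%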;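 note: 0% = neutral control wells and 100% = parthenolide positive control wells; values of inactives mirror those of a sister screen read the other way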
NSD2 inh – NSD2 (human) methyltransferase inhibition. NSD2 peptide methylation, AlphaScreen, 120 min. O96028. hit rate 0.54% among 310,000. inhibition, % at 12.5 µM; in the data active = inhibition above about 50%
PvdQ acylase – P. aeruginosa PvdQ acylase inhibition; purified PvdQ acylase, fluorescence plate reader; inhibition, % at 10 µM; hit rate 0.063% among 340,000; AID 488965; in the data active = inhibition above about 30%, passing the limit was not always enough;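 note: 0% = vehicle neutral wells and 100% = reference inhibitor wells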
CAL PDZ FP-2 – CAL PDZ (human) peptide binding inhibition; Q9HD26; purified CAL PDZ, TMR-peptide fluorescence polarization, 1 h; inhibition, % at 24.9 µM; hit rate 0.92% among 300,000; AID 602252;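 active = mean inhibition of at least 30% with at least half of replicates also reaching 30%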;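 note: 0% = DMSO neutral control and 100% = excess unlabeled competitor peptide PRC23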
SR-BI DiI inh – inhibitors of mouse SR-BI mediated HDL lipid uptake; Q61009; ldlA[mSR-BI] CHO cells, DiI-HDL uptake fluorescence, 3 h; inhibition, % at 12.5 µM; hit rate 0.96% among 320,000; AID 488896;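 active = mean replicate inhibition of at least 70% and a set share of replicates each scoring 70 or more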;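 note: 0% = median of neutral control wells and 100% = median of positive control wells; values of inactives mirror those of a sister screen read the other way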
dFosB act – enhances mouse delta FosB homodimer DNA binding. purified delta FosB, TAMRA-CDK5 oligo fluorescence polarization; percent of positive-control signal above neutral wells. activation, % at 25 µM. hit rate 0.99% among 340,000. AID 493131;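 active = mean activation above about 17%, with every replicate also reaching it, limit read from the data, passing the limit was not always enough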;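 note: fluorescence polarization rise as delta FosB binds a TAMRA Cdk5 AP-1 oligo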
Target sequence (P13346 whole entry, looked up): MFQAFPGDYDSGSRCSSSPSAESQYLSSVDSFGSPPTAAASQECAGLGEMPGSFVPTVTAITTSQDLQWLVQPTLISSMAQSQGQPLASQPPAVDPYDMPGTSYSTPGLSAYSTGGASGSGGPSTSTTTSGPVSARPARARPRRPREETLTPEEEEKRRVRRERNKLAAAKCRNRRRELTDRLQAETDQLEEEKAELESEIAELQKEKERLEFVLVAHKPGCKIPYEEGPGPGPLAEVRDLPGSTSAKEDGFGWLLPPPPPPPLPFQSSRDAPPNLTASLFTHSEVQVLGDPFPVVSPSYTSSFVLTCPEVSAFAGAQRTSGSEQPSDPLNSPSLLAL
Rtt109 Vps75 – inhibitors of Candida albicans Rtt109/Vps75 histone acetyltransferase; Q5AAJ8; purified Rtt109/Vps75, ThioGlo CoA-SH fluorescence, 4 h; inhibition, % at 34.9 µM; hit rate 0.16% among 330,000; AID 540336;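 active = inhibition of at least 50% in every replicate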
Target sequence (Q5AAJ8 whole entry, looked up): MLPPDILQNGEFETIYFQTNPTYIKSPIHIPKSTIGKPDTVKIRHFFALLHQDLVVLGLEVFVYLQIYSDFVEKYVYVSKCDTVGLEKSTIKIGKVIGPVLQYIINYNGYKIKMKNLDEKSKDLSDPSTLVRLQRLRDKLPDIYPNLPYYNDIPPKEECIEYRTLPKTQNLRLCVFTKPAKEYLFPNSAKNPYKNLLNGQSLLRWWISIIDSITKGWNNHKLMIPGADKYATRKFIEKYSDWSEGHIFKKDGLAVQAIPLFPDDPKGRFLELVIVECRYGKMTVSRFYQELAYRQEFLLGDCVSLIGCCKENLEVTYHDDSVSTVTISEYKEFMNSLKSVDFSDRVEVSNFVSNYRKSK
SR-BI uptake up – activators of SR-BI mediated HDL lipid uptake | CHO ldlA[mSR-BI] cells, DiI-HDL uptake fluorescence, 3 h; 100 = double the neutral-control signal | AID 504775 | activation, % at 12.5 µM | hit rate 0.096% among 320,000;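 active = mean replicate activation of at least 60% and every replicate at or above 60%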;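 note: 0% = median plate neutral-control signal and 100% = twice that signal; values of inactives mirror those of a sister screen read the other way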
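System: LDL receptor-deficient CHO ldlA cells overexpressing murine SR-BI | Timing: 3 h uptake period with compound, 37 °C | Medium: HEPES-buffered (25 mM, pH 7.4) F12 plus 0.5% BSA | Dosing: Single-point compound dose | Signal: Bottom-read fluorescence, 550/595 nm | Read-out: Retained DiI signal reflecting DiI-HDL uptake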
An asterisk follows results filed as active; . = not tested or not shown.

SMILES	CAL PDZ FP-1	PfHsp90 yeast 2	MITF act	NSD2 inh	PvdQ acylase	CAL PDZ FP-2	SR-BI DiI inh	dFosB act	Rtt109 Vps75	SR-BI uptake up
COc1ccc(/C=C/c2nnc(NC(=O)COc3ccccc3)s2)cc1	-1.7	0	-4	2	-15	-2	.	-2	-3	.
COc1ccc(/C(O)=C/c2nc3ccc(C(=O)NCCc4cccc(C)c4)cc3[nH]c2=O)cc1OC	-2.8	1	-11	5	-6	0	34	-3	-8	-34
CN(Cc1ccccc1)C(=O)COC(=O)COc1ccc(Cl)cc1	-0.4	9	0	-1	7	0	-24	3	3	24
C[C@@H]1CCCCCCCCC(=O)OCCN[C@H](C)CCCCCCCCC(=O)OCCN[C@H](C)CCCCCCCCC(=O)OCCN1	-1.7	32	-60	.	-3	-2	-14	10	3	14
COc1ccc(-n2c(SCC(=O)Nc3ccc(C)cc3)nc(O)c(Cc3ccccc3)c2=O)cc1	-1.2	-13	0	2	-8	-4	-15	-2	1	15
N#Cc1ccc(C(=O)N2CCN(S(=O)(=O)c3ccc(Br)s3)CC2)cc1	-2.8	18	2	2	-19	-3	15	1	-11	-15
CCOc1ccc2oc(C(=O)NNC(=O)c3ccccc3O)c(C)c2c1	-2.1	3	5	-2	-9	-2	131*	16	-2	-131
COc1ccc(NC(=O)CSc2nc(N)c3cc4c(nc3n2)CCCC4)cc1	-4.5	-23	56	0	-7	-4	-3	10	-3	3
CC(=O)Nc1ccc(S(=O)(=O)N(Cc2ccco2)CC2CCCO2)cc1 (configuration not stated)	.	-7	-6	4	-11	-4	-11	-3	-5	11
COC(=O)c1cn(NC(=O)Cc2ccccc2Br)c(=O)c2ccccc12	-0.6	21	-3	-1	-12	0	1	-3	-4	-1
O=S(=O)(c1ccccc1)N1CCC(Oc2ccc(-n3cnnn3)cc2)CC1	-2.1	6	1	-1	-6	-4	-4	-4	-6	4
COc1ccc(Cn2ccnc2SCC(=O)Nc2cccc(NC(C)=O)c2)cc1	-0.8	-11	0	1	7	-5	-30	-1	2	30
O=C1Nc2ccccc2O/C1=C\c1ccccc1	-0.3	-44	16	-3	-17	4	27	-5	.	-27
CCOC(=O)c1oc2cc(OC(C)=O)ccc2c(=O)c1-c1ccc(OC)c(OC)c1	-0.9	-10	.	1	-5	.	-35	-1	-8	35
Cn1nc2c3cc(F)ccc3n(Cc3ccc(F)cc3)cc-2c1=O	-2.9	3	2	.	7	-1	2	-2	.	-2
Cc1ccc(NCc2nnc(SCc3ccc(C#N)cc3)n2Cc2ccco2)c(C)c1	-0.5	.	.	5	6	-2	-10	-20	7	10
CCC(C)c1ccccc1N1CC(C(=O)NCCCn2nc(C)cc2C)CC1=O (configuration not stated)	1.1	9	-3	28	0	0	5	-5	-10	-5
COc1cccc(CNc2ccc(N3CCC(C)CC3)cc2)c1OC	0.2	10	1	16	-8	-4	0	-2	1	0
COc1ccc(-c2nc(-c3cccs3)c(-c3cccs3)[nH]2)cc1OC	-0.7	-6	17	0	3	1	64	-10	20	-64
Cc1nnc(SCC(=O)N2CCN(S(=O)(=O)c3ccccc3)CC2)n1Cc1ccccc1	0.6	-22	2	-3	-7	-3	-11	-4	6	11
Cc1cccc(N(C(=O)Cn2nnc(-c3ccc(F)cc3)n2)C(C(=O)NC(C)(C)C)c2ccncc2)c1 (configuration not stated)	-2.5	5	-11	2	18	-1	6	10	.	-6
CC(=O)NC(Cc1ccc(C)cc1)C(=O)NC1CCN(S(=O)(=O)c2ccccc2)CC1 (configuration not stated)	0.1	-17	-12	0	-16	0	-7	-7	0	7
O=C(Cc1ccccc1)Nc1nc2ccccc2[nH]1	-3.0	0	23	1	-11	-2	-10	-4	.	10
Cc1ccc(S(=O)(=O)NCc2ccc(C(=O)N3CCN(c4ccccn4)CC3)cc2)cc1	-1.1	-9	-4	-66	-4	0	37	-12	0	-37
O=C(CCl)Nc1ccc(N=Nc2ccccc2)cc1	-1.1	3	0	13	-12	-3	-2	2	-1	2

By substructure: the compounds so far containing an aryl methoxy group (8)
SMILES	CAL PDZ FP-1	PfHsp90 yeast 2	MITF act	NSD2 inh	PvdQ acylase	CAL PDZ FP-2	SR-BI DiI inh	dFosB act	Rtt109 Vps75	SR-BI uptake up
COc1ccc(/C=C/c2nnc(NC(=O)COc3ccccc3)s2)cc1	-1.7	0	-4	2	-15	-2	.	-2	-3	.
COc1ccc(/C(O)=C/c2nc3ccc(C(=O)NCCc4cccc(C)c4)cc3[nH]c2=O)cc1OC	-2.8	1	-11	5	-6	0	34	-3	-8	-34
COc1ccc(-n2c(SCC(=O)Nc3ccc(C)cc3)nc(O)c(Cc3ccccc3)c2=O)cc1	-1.2	-13	0	2	-8	-4	-15	-2	1	15
COc1ccc(NC(=O)CSc2nc(N)c3cc4c(nc3n2)CCCC4)cc1	-4.5	-23	56	0	-7	-4	-3	10	-3	3
COc1ccc(Cn2ccnc2SCC(=O)Nc2cccc(NC(C)=O)c2)cc1	-0.8	-11	0	1	7	-5	-30	-1	2	30
CCOC(=O)c1oc2cc(OC(C)=O)ccc2c(=O)c1-c1ccc(OC)c(OC)c1	-0.9	-10	.	1	-5	.	-35	-1	-8	35
COc1cccc(CNc2ccc(N3CCC(C)CC3)cc2)c1OC	0.2	10	1	16	-8	-4	0	-2	1	0
COc1ccc(-c2nc(-c3cccs3)c(-c3cccs3)[nH]2)cc1OC	-0.7	-6	17	0	3	1	64	-10	20	-64

Entries of single compounds as entered above.
`CCOC(=O)c1oc2cc(OC(C)=O)ccc2c(=O)c1-c1ccc(OC)c(OC)c1` across the screens: CAL PDZ FP-1 = -0.9; PfHsp90 yeast 2 = -10; MITF act = .; NSD2 inh = 1; PvdQ acylase = -5; CAL PDZ FP-2 = .; SR-BI DiI inh = -35; dFosB act = -1; Rtt109 Vps75 = -8; SR-BI uptake up = 35
`Cc1ccc(S(=O)(=O)NCc2ccc(C(=O)N3CCN(c4ccccn4)CC3)cc2)cc1` across the screens: CAL PDZ FP-1 = -1.1; PfHsp90 yeast 2 = -9; MITF act = -4; NSD2 inh = -66; PvdQ acylase = -4; CAL PDZ FP-2 = 0; SR-BI DiI inh = 37; dFosB act = -12; Rtt109 Vps75 = 0; SR-BI uptake up = -37

Continued.
SMILES	CAL PDZ FP-1	PfHsp90 yeast 2	MITF act	NSD2 inh	PvdQ acylase	CAL PDZ FP-2	SR-BI DiI inh	dFosB act	Rtt109 Vps75	SR-BI uptake up
O=C(O)COc1ccc2c3c(c(=O)oc2c1)CCCC3	-0.5	15	16	-1	-7	0	-2	-4	3	2
CCOC(=O)c1c(NC(=O)COC(=O)c2ccc(NC(=O)CC#N)cc2)sc(C(=O)NC)c1C	-2.5	-14	12	0	-11	.	54	-18	-5	-54
CC(Oc1ccccc1Cl)C(=O)Nc1ccc(S(=O)(=O)N2CCCC2)cc1 (configuration not stated)	-1.4	-28	15	-2	-9	20	22	1	.	-22
Cn1nc(C(=O)Nc2cccc(S(=O)(=O)N3CCCC3)c2)c2ccccc2c1=O	-1.5	5	-7	2	0	.	34	-15	-2	-34
Cc1cccc(CN2CCC(CNC(=O)Cn3ncc4c([nH]c5ccccc54)c3=O)CC2)c1	0.2	-12	16	-1	-5	.	-7	-1	12	7
CCOC(=O)CCSCC(=O)Nc1nnc(C)s1	-0.1	7	.	.	8	.	-33	-4	-8	33
Cc1oc(-c2ccccc2F)nc1CS(=O)(=O)CC(=O)NC(C)CCc1ccccc1 (configuration not stated)	-1.9	-8	-14	2	10	-6	16	-2	6	-16
O=C(CC1CCCCC1)Nc1c2c(nn1-c1ccc(F)cc1)CS(=O)(=O)C2	-1.4	0	1	0	-13	.	-30	-1	0	30
CCCCN(C(=O)c1ccc(-c2ccc([N+](=O)[O-])cc2)o1)c1c(N)n(CC(C)C)c(=O)[nH]c1=O	1.9	-19	4	4	6	-4	7	-5	-3	-7
CCOC(=O)Cn1cnc2c(nnn2-c2ccc(F)cc2)c1=O	-0.4	-18	.	.	-7	0	-7	-5	-22	7
c1ccc2sc(-c3ccc4c(c3)OCO4)nc2c1	-1.9	11	-8	-2	49*	-5	6	-10	18	-6
CCN(c1ccccc1)S(=O)(=O)c1ccc(Cl)c(C(=O)N(CC2CCCO2)C2CCS(=O)(=O)C2)c1 (configuration not stated)	-0.6	25	-11	-1	4	0	-9	-8	19	9
O=C(COc1ccc(Cl)cc1)Nc1cc(S(=O)(=O)N2CCCCC2)ccc1N1CCCCC1	-0.2	-15	0	-3	-26	-2	13	-3	-2	-13
O=C(NNc1ccc([N+](=O)[O-])cc1[N+](=O)[O-])C1C2CCCCC21 (configuration not stated)	-1.0	-3	-20	7	-12	1	-5	1	1	5
O=c1oc2ccccc2c(Cl)c1CN1CCCCC1	-2.9	-14	-12	5	-5	-4	14	0	10	-14
Cc1c(C(=O)NCC2CCCO2)oc2ccccc12 (configuration not stated)	-0.2	-23	.	5	-15	-1	14	-9	-5	-14
O=C(CSc1nnc2ccccn12)NC(=O)c1ccccc1Cl	0.3	0	12	1	-6	-3	22	5	-1	-22
COC(=O)c1sc(C(F)(F)F)c(-c2ccccc2)c1S(=O)(=O)N1CCCC1	-0.3	-18	-1	-5	-12	.	-11	-13	10	11
Cc1cc(C)n(C(=O)CNC(=O)c2cccc(Cl)c2)n1	-2.1	18	-2	4	-27	0	2	2	19	-2
COc1ccc(C(=O)CSc2nnc(CNC(=O)c3ccccc3)o2)cc1	-0.5	2	-8	-1	-15	52*	-1	-3	1	1
Cc1c(Cc2ccccc2)c(=O)oc2c(C)c(OC(C)C(=O)N[C@@H](Cc3ccccc3)C(=O)O)ccc12 (some centres not stated)	-1.7	1	.	.	-1	-1	52	-19	24	-52
Cc1csc2nc3ccccc3c(=O)n12	-0.8	16	14	.	-6	.	3	-8	-9	-3
C=CCNC(=O)C1CC(=O)N(c2ccc(OCC(=O)NCc3ccccc3)cc2)C1 (configuration not stated)	-0.2	-17	-11	-1	1	-1	-23	-8	-12	23
CC1(C)CC(=O)C(=Cc2cn(-c3ccccc3)nc2-c2ccc(Cl)cc2)C(=O)C1	-0.3	21	13	-1	0	2	11	-5	0	-11
CCOc1ccc(C(c2c(C)[nH][nH]c2=O)c2c(C)[nH][nH]c2=O)cc1OCC	0.3	4	-12	11	-11	-5	-19	-8	6	19
Cc1cccn2c(CN(C)CCC3CCCCO3)c(C(=O)N3CCCCC3)nc12 (configuration not stated)	-3.2	-7	-6	-3	-9	9	-21	-6	-4	21
CN(C)c1ccc(S(=O)(=O)NCC(=O)NCC2CCCCC2)cc1[N+](=O)[O-]	-4.1	40	-1	4	-6	-4	-8	-8	-10	8
O=[N+]([O-])c1ccc([N+](=O)[O-])c(Nc2ccc(N3CCOCC3)cc2)c1	0.9	4	0	3	-18	.	29	6	2	-29
Cc1cc(C)c(C#N)c(SCC(=O)CC(=O)OC(C)C)n1	-0.5	-3	-3	2	-4	-5	-4	-1	4	4
COc1ccc(-n2cc(-c3ccccc3)c3c(NCCCN4CCOCC4)ncnc32)cc1	-1.6	9	-2	14	-10	6	29	-4	20	-29

Screens as filed in PubChem.
